High-throughput results from PubChem BioAssay.
p47phox inh – p47phox/p22phox peptide binding inhibitors, primary screen, biochemical, uHTS, NADPH oxidase regulatory subunit. Neutrophil cytosol factor 1 (Homo sapiens), P14598. fluorescence polarization, 2 h. inhibition, % at 24.7 µM. 0.53% of 220,000 active;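 active = inhibition above about 30%, limit read from the data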;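 also: 0% = p47phox with labelled peptide and 100% = labelled peptide alone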
Target sequence (P14598 whole entry, looked up): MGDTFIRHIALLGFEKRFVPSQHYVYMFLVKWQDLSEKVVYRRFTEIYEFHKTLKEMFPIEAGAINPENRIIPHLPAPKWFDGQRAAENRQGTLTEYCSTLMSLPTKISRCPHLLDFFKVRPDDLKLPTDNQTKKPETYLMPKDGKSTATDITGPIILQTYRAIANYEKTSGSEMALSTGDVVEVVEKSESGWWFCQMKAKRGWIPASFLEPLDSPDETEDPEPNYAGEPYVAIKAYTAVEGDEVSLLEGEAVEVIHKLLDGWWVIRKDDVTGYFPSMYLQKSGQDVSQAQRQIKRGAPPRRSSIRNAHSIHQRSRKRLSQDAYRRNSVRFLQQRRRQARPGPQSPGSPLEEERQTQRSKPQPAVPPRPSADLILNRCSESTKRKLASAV
Runt-SMMHC FRET – inhibitors of RUNX1 Runt–CBFb-SMMHC binding, primary screen, biochemical, FRET, Cerulean-Runt, Venus-CBFb-SMMHC, uHTS | AID 1434, 2008 | inhibition, % at 20 µM | 0.74% of 220,000 active | Cerulean-Runt/Venus-CBFb-SMMHC FRET ratio 530/480, 1 h | Runt-related transcription factor 1 (Homo sapiens) + Core-binding factor subunit beta …;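 active = mean inhibition across duplicate retests at 20 µM reaching about 50%, limit read from the data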;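 also: 0% = DMSO wells and 100% = wells with excess untagged CBFb-SMMHC; inhibitors lower the FRET ratio by blocking Runt binding to CBFb-SMMHC; some results filed as inactive read as strong as hits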
Runt-CBFb FRET – inhibitors of RUNX1 Runt–CBFb binding, primary screen, biochemical, FRET, Cerulean-Runt, Venus-CBFb, uHTS. Runt-related transcription factor 1 (Homo sapiens) + Core-binding factor subunit beta …. Cerulean-Runt/Venus-CBFb FRET ratio 530/480, 1 h. inhibition, % at 20 µM. 0.46% of 220,000 active. AID 1496, 2009;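 active = inhibition over about 50% at 20 µM in the single-dose screen, limit read from the data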;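 also: 0% = DMSO wells and 100% = excess unlabeled CBFb competitor control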
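Measured by: fluorescence energy transfer, 422 nm excitation, 530/480 nm emission; Assay system: Cerulean-Runt domain; Medium: Tris pH 7.5 buffer with BSA; Measure: loss of energy transfer signal; Controls: 5 µM unlabeled CBFb as full-inhibition high control; Incubation: protein complex preformed 1 h, compound exposure 1 h, room temperature, dark.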
p97 ATPase inh – inhibitors of human p97 ATPase, primary screen, biochemical | recombinant p97 ATPase, Kinase-Glo ATP luminescence, 3 h | 0.42% of 220,000 active | Transitional endoplasmic reticulum ATPase (Homo sapiens), P55072 | inhibition, % at 8 µM; in the data active = inhibition above about 15%;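 also: 0% = DMSO vehicle and 100% = wells lacking enzyme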
Furin inh – human furin inhibitors, primary screen, biochemical, fluorescence intensity | P09958 | purified furin, fluorogenic substrate cleavage | inhibition, % at 30 µM | 0.061% of 220,000 active; in the data active = inhibition above about 25%; also: inactives centre near -15
Tb hexokinase – Trypanosoma brucei hexokinase 1 inhibitors, primary screen, biochemical, G6PDH-coupled NADH absorbance, MLSCN library. hexokinase 1 [Trypanosoma brucei]. recombinant TbHK1, G6PDH-coupled NADH A340. inhibition, % at 10 µM. 0.11% of 220,000 active. AID 1430, 2008;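 active = inhibition of 50% or more in the single-dose primary screen; inactive = inhibition below 50%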
m-calpain inh – inhibitors of pig calpain II, primary screen, biochemical, fluorogenic peptide substrate, 1536-well; 0.37% of 220,000 active; inhibition, % at 16 µM; purified calpain II, 30 min;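 active = inhibition above about 50%, limit read from the data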
EBV gp42 block – Epstein-Barr virus gp42 inhibitors, primary screen, biochemical, uHTS, fluorescence polarization; Glycoprotein 42 (Epstein-Barr virus (strain AG876)), Q1HVG2; Fluorescence polarization binding assay, mP read-out; inhibition, % (tested at 21.74 µM); 0.42% of 220,000 active; AID 1085, 2008; in the data active = inhibition above about 50%
Target sequence (Q1HVG2 whole entry, looked up): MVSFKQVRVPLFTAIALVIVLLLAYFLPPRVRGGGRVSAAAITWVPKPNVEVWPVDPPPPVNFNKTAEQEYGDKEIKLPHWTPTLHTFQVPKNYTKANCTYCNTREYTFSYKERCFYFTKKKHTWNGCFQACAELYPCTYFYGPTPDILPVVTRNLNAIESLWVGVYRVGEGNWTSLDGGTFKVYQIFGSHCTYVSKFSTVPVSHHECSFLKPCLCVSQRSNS
RBBP9 inh – human RBBP9 inhibitors, primary screen, biochemical, fluorescence polarization, FP-Rh probe, HTS; Serine hydrolase RBBP9 (Homo sapiens), O75884; recombinant RBBP9; inhibition, % at 7.94 µM; 0.2% of 220,000 active; AID 1515, 2009;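 active = inhibition above the campaign mean of all tested compounds plus 3 SD, cut at about 14% in these data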;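 also: plate controls were DMSO wells with RBBP9 for no effect and wells lacking RBBP9 protein for full effect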
Target sequence (O75884 whole entry, looked up): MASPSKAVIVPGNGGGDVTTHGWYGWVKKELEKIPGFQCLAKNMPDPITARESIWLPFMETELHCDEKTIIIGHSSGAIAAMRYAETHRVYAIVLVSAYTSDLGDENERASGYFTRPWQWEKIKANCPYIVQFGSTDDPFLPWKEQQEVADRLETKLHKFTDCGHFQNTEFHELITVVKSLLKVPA
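Measured by: FP readout at 525/598 nm; material: recombinant human RBBP9; also added: Serine-hydrolase probe FP-Rh, 375 nM pre-mixing; medium: Tris buffer pH 8.0, NaCl, Pluronic; replication: one well per compound; doses: one concentration, 7.94 µM nominal, 0.794% DMSO; timing: preincubation 30 min plus labeling 45 min at 25 °C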
Numbers without * were called inactive; · = no result given; [ ] = another dose, or the depositor's remark.

m-calpain inh,p47phox inh,Furin inh,p97 ATPase inh,EBV gp42 block,Runt-CBFb FRET,Runt-SMMHC FRET,RBBP9 inh,Tb hexokinase,molecule
-87,-3,-30,0,-10,1,-2,1,-12,CCOC(=O)N1CCC(NC(=O)Cn2c3c(c(-c4ccccc4Cl)cc2=O)CCC3)CC1
15,2,-22,7,-2,2,-5,3,-2,CC(=O)Nc1ccc(/C=N/NC(=O)CNC(=O)c2ccccc2)cc1
-25,1,-26,1,-5,6,9,-3,2,Fc1ccc(-n2c(Cc3cccs3)n[nH]c2=S)cc1Cl
3,-9,-6,0,-3,-8,-1,-3,-5,COC(=O)C1=C(C)N(c2ccc(C)cc2)/C(=C/c2ccc(O)cc2)C1=O
-26,9,-14,4,-1,2,-4,0,-28,C/C(=N\NC(=O)c1ccc(NS(=O)(=O)c2cccs2)cc1)c1ccncc1
-88,-43,4,0,42,-59,-223,-3,21,CCOc1cc(N(CC)CC)ccc1/C=C(/C#N)c1nc2ccccc2[nH]1
14,13,-9,-3,-29,0,-1,-12,-6,CN(C)S(=O)(=O)c1ccc(NC(=O)COC(=O)Cn2[nH]c(=O)c3ccccc3c2=O)cc1
-12,-7,-14,0,2,12,1,-5,-1,COc1ccc(NS(=O)(=O)c2ccc(NC(C)=O)cc2)cc1OC
5,-7,-6,-1,-2,2,0,-6,8,Cc1nnc(-c2ccccc2)o1
-376,-41,-21[20 µM],10,17,7,-59,6,-7,Nc1c(C(=O)Nc2ccccc2F)sc2nc(-c3ccco3)ccc12
4,-8,-20[20 µM],2,4,-2,3,-12,-8,CCc1ccc2c(c1)C(c1cccs1)=NNC(c1cccnc1)=N2
2,-3,-19,1,-2,-4,1,-6,-3,S=C(NCCc1ccccc1)NCc1ccccc1Cl
33,-7,-10[20 µM],-1,-24,0,-3,0,-6,Cc1noc(C)c1COc1cccc(C(=O)NCc2ccccc2Cl)c1
-9,-2,-10,-4,-5,-4,-4,-5,-5,CCn1ccnc1CN(C)Cc1cn(-c2ccc(C)cc2)nc1-c1ccc(F)cc1
-8,8,-28,7,-5,0,0,4,-5,Clc1cccc(Cc2nn[nH]n2)c1
7,-5,-25,2,0,0,-2,-8,0,C/C=C/c1ccc(OCC(=O)OCC)c(OC)c1
-17,-24,-21,-2,-36,-2,5,-5,-10,COc1cc(/C=C/C(=O)NC(C)(C)C)ccc1OCc1ccccc1
-2,-2,4,-1,4,16,17,-15,-28,S=c1[nH]cnc2sc(-c3ccccc3)cc12
-14,-9,-8,3,7,2,1,-6,-23,Clc1ccc(N/N=C/c2cccnc2)cc1
15,-1,-21,-6,-4,-1,1,-14,-6,COc1ccc(CN2CCN(C(=O)C3CCC(CNS(=O)(=O)c4ccccc4)CC3)CC2)c(OC)c1OC (stereo not given)
-7,-1,-25,0,2,-1,5,-2,8,CCOC(=O)c1ccc2c(c1)N(CC(=O)N1CCCC1)C(=O)C(C)(C)O2
-7,-5,-12,1,-7,-2,-2,-3,-21,CCOC(=O)C(=CNc1ccc(OC)cc1[N+](=O)[O-])C(=O)OCC
24,-14,-22,4,-5,0,2,4,-2,CC1CCc2c(sc3ncnc(NS(=O)(=O)c4cccs4)c23)C1 (stereo not given)
-26,120*,-13,2,-4,-48,-84,-12,-14,CCN(CC)c1ccc(/C=C2\CCC(/C=C(\C#N)C(=O)Nc3ccccc3F)=C2N2CCOCC2)cc1
-20,-4,-25,-2,-12,-4,-7,-14,-2,CCOC(=O)N1CCC(NC(=O)C(Cc2ccccc2)NC(=O)C2CCCCC2)CC1 (stereo not given)
-17,-6,-27,2,-15,0,0,-6,-7,CN(C1CCCCC1)S(=O)(=O)c1ccc2[nH]c(=O)oc2c1
-52,-10,15,-8,-6,-3,-5,-16,-29,Cc1ccc2nc(-c3ccc(NC(=O)c4cccnc4)cc3)oc2c1
7,0,-16,3,-12,2,-5,-5,-36,CC(=O)c1ccc(N2CCN(C(=O)c3n[nH]c4ccccc34)CC2)cc1
9,1,-14,1,-19,1,2,-2,0,Cc1cc(C(=O)Nc2c(C)nn(Cc3ccccc3Cl)c2C)no1
-54,8,-9,7,-15,-10,-8,-6,18,O=C(c1ccccc1F)N1CCN(S(=O)(=O)c2ccc(S(=O)(=O)N3CCCCC3)cc2)CC1
9,-3,-6,4,-24,-3,-6,-6,0,CCOC(=O)CNC(=O)C12CC3CC(C1)CC(c1ccc(C)cc1)(C3)C2
-4,9,-5[20 µM],-4,-53,-2,-1,-6,-6,CC(C)CC1NC(=O)N(CC(=O)N2CCN(S(=O)(=O)c3ccccc3)CC2)C1=O (stereo not given)
41,-9,4,-5,4,0,3,-5,13,CC1CCN(C(=S)c2cn(Cc3cccc(F)c3)c3ccccc23)CC1
-6,-22,-21[20 µM],1,-13,-1,4,0,3,CCOC(=O)c1cnc(SCC(=O)Nc2cccc(OC)c2)nc1N
10,-6,1,-6,-1,-2,1,-8,6,O=C(Cc1ccc([N+](=O)[O-])cc1)N1CCCc2ccccc21
12,-7,-6,15*,0,1,-1,1,-34,COc1ccccc1-n1c(O)c(C=NCc2ccccn2)c2ccccc2c1=O
5,-7,-12,-1,-4,-3,0,-6,-28,Cn1c(O)c(N=NC(=O)c2ccccc2O)c2ccccc21
-3,-15,-10,1,-2,-3,-2,-5,0,O=C1N(Cc2cccc(Cl)c2)C[C@@H]2C[C@@H](c3cccn3-c3cccnc3)N3CCC[C@@]123
-11,-7,-33,0,0,-6,-10,-4,4,Cc1ccccc1-c1nc(CN2CCC(C(=O)NCCC3=CCCCC3)CC2)c(C)o1
15,-16,-13,2,4,2,1,-7,39,NC(=S)Nn1c(CCC(=O)O)ccc1-c1ccccc1
-6,-14,-20[20 µM],-4,1,0,1,-4,4,Cc1cc2c3c(c1)C1(C(=O)N3C(C)(C)CC2C)C(C#N)=C(N)Oc2cc(O)ccc21 (stereo not given)
-1,-17,0,5,-24,2,-8,-6,-7,COc1ccc(C(=O)O)c(OC)n1
3,-8,-22,1,-16,-2,-2,-1,0,O=C(COC(=O)c1ccccc1)NCCC1=CCCCC1
-26,-6,-22,1,-25,2,10,-13,-1,CSC1=NC2(CCCCC2)C2=C(CCCC2)N1
10,4,-15,-6,4,-1,0,-6,0,CC(C)CC(=O)Nc1ccc(-c2nc3ccccc3c(=O)[nH]2)cc1
-20,3,-4[20 µM],-1,-3,-2,-1,0,-21,COc1ccc(CC(=O)Nc2ccc(-c3cn4cccc(C)c4n3)cc2)cc1OC
-8,-8,-16,·,-23,5,0,·,-9,CCC1=C(OC(=O)N(CC)CC)N2C(=O)OC(=NCCc3c[nH]c4ccccc34)[C@]2(C)[C@H]2C1=CC[C@H]1C(=O)NC(=O)[C@H]12
10,0,-1[20 µM],4,-12,0,1,0,7,Cc1nc(NCc2ccco2)[nH]c(=O)c1CCC(C)C
6,5,-24,9,-14,3,-5,-1,-9,CN1CCN(CC(=O)Nc2nc3c(s2)CCCC3)CC1
1,-7,-6,1,-8,-2,0,-7,0,O=C(CSc1nc2[nH]ncc2c(=O)[nH]1)NCCc1ccccc1
19,-1,-8,-7,-10,1,0,-13,8,CCC(CC)NC(=O)CCCSc1nc2ccccc2[nH]1
37,·,-1,-6,1,-10,-3,-12,-9,O=C(C1=C[C@@H](c2ccc(C(F)(F)F)cc2)C[C@@H](OCc2ccc(CO)cc2)O1)N1CCN(Cc2ccc3c(c2)OCO3)CC1
3,2,-28,6,-10,3,3,-9,-9,COc1cc(NC(=O)C/C(C)=N/NC(=O)C(=O)NCCO)c(OC)cc1Cl
19,-1,-13,6,-4,0,-5,4,-1,C/C(Cc1ccccc1)=N/NC(=O)CNC(=O)C(c1ccccc1)c1ccccc1
-9,2,-5,0,1,-1,-2,-9,0,O=C1CN(C(=O)COC(=O)c2cccnc2Cl)c2ccccc2N1
-10,-7,-16,-1,-12,4,-2,-7,1,O=C(Cc1ccc(-n2cccc2)cc1)NCc1cccs1
-17,-11,-28,2,-13,0,2,-8,1,CC1(C)OC(=O)N(CCc2ccccc2)C1(C)O (stereo not given)
9,-9,-14[20 µM],-5,10,0,1,-22,0,COc1cc(/C=N/O)cc(Br)c1OS(=O)(=O)c1ccc(C)cc1
-10,-15,-16,4,-8,-6,-1,-3,-4,COc1ccc(S(=O)(=O)N2CCOCC2)cc1NC(=O)Cc1ccc(Cl)c(Cl)c1
2,6,-9,3,-15,1,-1,5,2,Cc1nn(C)c(Oc2cccc(C(F)(F)F)c2)c1C#N

Later entries:
m-calpain inh,p47phox inh,Furin inh,p97 ATPase inh,EBV gp42 block,Runt-CBFb FRET,Runt-SMMHC FRET,RBBP9 inh,Tb hexokinase,molecule
-17,-10,-7,7,-7,0,-1,2,-1,CC(C)(C)OC(=O)NCCc1nnc(SCC(N)=O)o1
35,1,5,-3,2,-1,0,7,-4,COc1ccc2c(c1)[nH]c1c(=O)n(CCN3CCCC3)cnc12
3,2,-14,3,-7,-1,0,2,4,CCOC(=O)CNC(=S)N(CCCN1CCCCC1)Cc1cccs1
-8,0,-16[20 µM],1,-7,-1,-1,0,-6,O=C(CN1C(=O)CC(c2ccccc2)=Nc2ccccc21)NCc1ccccc1
2,-2,-32,-2,-6,3,2,2,-5,COc1cccc(CC2(CO)CCCN(Cc3ccccc3-c3ccco3)C2)c1 (stereo not given)
10,-9,-16,2,-16,-2,2,6,4,CCCCCN(C(=O)NC(=O)Nc1ccccc1C)S(=O)(=O)c1ccccc1
-8,-27,-9,2,-2,1,0,-8,-1,CC(=O)c1ccc(S(=O)(=O)N2Cc3ccccc3CC2C(=O)O)cc1 (stereo not given)
-6,-10,-12,-1,1,1,-1,-5,1,COc1ccc(-c2csc(Nc3ccc(C)cn3)n2)cc1

Laid out differently: entries from further up.
Structure	m-calpain inh	p47phox inh	Furin inh	p97 ATPase inh	EBV gp42 block	Runt-CBFb FRET	Runt-SMMHC FRET	RBBP9 inh	Tb hexokinase
COc1cc(/C=N/O)cc(Br)c1OS(=O)(=O)c1ccc(C)cc1	9	-9	-14[20 µM]	-5	10	0	1	-22	0
COc1ccc(S(=O)(=O)N2CCOCC2)cc1NC(=O)Cc1ccc(Cl)c(Cl)c1	-10	-15	-16	4	-8	-6	-1	-3	-4
Cc1nn(C)c(Oc2cccc(C(F)(F)F)c2)c1C#N	2	6	-9	3	-15	1	-1	5	2
CC(C)(C)OC(=O)NCCc1nnc(SCC(N)=O)o1	-17	-10	-7	7	-7	0	-1	2	-1
COc1ccc2c(c1)[nH]c1c(=O)n(CCN3CCCC3)cnc12	35	1	5	-3	2	-1	0	7	-4
